Compound activity as filed in PubChem.
Rac1 wt modul: wildtype Rac1 GTP binding modulators, primary screen, biochemical, GST-Rac1 beads, flow cytometry, multiplex; fluorescent GTP binding; actives lie on both sides; 0 = cold GTP competed, 100 = untreated; Ras-related C3 botulinum toxin substrate 1 (Homo sapiens), P63000; GTP binding activity (% of control), % at 10 µM; AID 757, 2007; actives 0.27% (n = 190,000);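 active = GTP binding activity at least 20 points away from the 100% control level, either lower or higher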
Cdc42 wt: modulators of GTP binding to wildtype Cdc42, primary screen, biochemical, multiplex bead flow cytometry, Bodipy-GTP | percent activity (GTP binding), % at 10 µM | Cell division control protein 42 homolog (Homo sapiens), P60953 | GST-Cdc42 beads; actives lie on both sides | actives 0.2% (n = 190,000);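 active = percent activity GTP binding at least 20 points away from the 100% baseline, either down as inhibitor or up as activator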;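 also: median bead fluorescence of bound Bodipy-FL-GTP at 100 nM; 0% = excess unlabeled GTP control and 100% = no compound control; below 100% means less GTP binding so inhibitor and above means activator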
Target sequence (P60953 whole entry, looked up): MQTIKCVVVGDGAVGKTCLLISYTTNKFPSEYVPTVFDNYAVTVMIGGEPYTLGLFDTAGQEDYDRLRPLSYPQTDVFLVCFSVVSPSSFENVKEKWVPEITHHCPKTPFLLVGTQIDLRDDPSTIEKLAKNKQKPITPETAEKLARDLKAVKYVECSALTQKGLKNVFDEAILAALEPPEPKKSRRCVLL
Rab2 wt GTP: modulators of GTP binding to Rab2A wildtype, primary screen, biochemical, dog, bead-based flow cytometry, multiplex; actives 0.19% (n = 190,000); GST-Rab2 wt beads, Bodipy-GTP binding; Ras-related protein Rab-2A (Canis lupus familiaris), P61105; GTP binding activity, % at 10 µM;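 active = GTP binding activity at least 20 points away from 100%, either lowered or raised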;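 also: 0% = beads with excess unlabeled GTP and 100% = no-compound control corrected for plate trend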
HRas wt GTP bind: modulators of GTP binding to HRas wildtype, primary screen, biochemical, bead-based flow cytometry, multiplex. GTPase HRas (Homo sapiens), P01112. GST-Ras wt beads, Bodipy-FL-GTP binding; actives lie on both sides. GTP binding activity, % at 10 µM. actives 0.14% (n = 190,000). AID 759, 2007;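 active = GTP binding activity at least 20% away from the 100% baseline, either lowered as inhibitor or raised as activator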;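 also: 0% = unlabeled GTP competition control and 100% = no-compound control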
Target sequence (P01112 whole entry, looked up): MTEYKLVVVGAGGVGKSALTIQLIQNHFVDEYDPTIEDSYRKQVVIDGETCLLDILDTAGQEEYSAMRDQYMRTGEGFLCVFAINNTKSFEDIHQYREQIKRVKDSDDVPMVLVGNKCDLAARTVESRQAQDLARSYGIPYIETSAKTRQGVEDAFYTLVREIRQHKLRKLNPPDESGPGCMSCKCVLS
Bcl-W Bim block: inhibitors of Bim binding to Bcl-W, primary screen, biochemical, multiplexed, bead-based flow cytometry | Bcl-2-like protein 2 (Homo sapiens), Q92843 | Bim peptide-Bcl-W binding | inhibition, % at 10 µM | actives 0.02% (n = 190,000) | AID 952, 2007;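 also: 0% = bound tracer without compound and 100% = peptide blocker; higher means less fluorescent Bim peptide bound to Bcl-W beads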
Target sequence (Q92843 whole entry, looked up): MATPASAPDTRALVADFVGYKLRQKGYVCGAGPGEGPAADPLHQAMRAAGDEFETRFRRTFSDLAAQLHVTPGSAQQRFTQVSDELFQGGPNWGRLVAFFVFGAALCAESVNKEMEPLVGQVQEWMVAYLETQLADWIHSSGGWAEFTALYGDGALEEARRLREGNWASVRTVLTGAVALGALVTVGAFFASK
Bfl-1 Bim block: inhibitors of Bim binding to Bfl-1, primary screen, biochemical, multiplexed, bead-based flow cytometry | actives 0.12% (n = 190,000) | Bcl-2-related protein A1 (Homo sapiens), Q16548 | inhibition, % at 10 µM | Bim-Bfl-1 binding inhibition | AID 1008, 2008;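 also: 0% = wells without compound plus tracer and 100% = blocker peptide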
Rac1 act GTP bind: GTP binding modulators of activated mutant Rac1, primary screen, biochemical, bead-based flow cytometry, multiplex, fluorescent GTP. actives 0.11% (n = 190,000). GST-Rac1 activated beads; actives lie on both sides; 100% means binding = to untreated wells. AID 764, 2007. percent activity (GTP binding), % at 10 µM;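 active = GTP binding at least 20 percentage points away from the 100% baseline, in either direction, so actives lie on both sides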
Bim-Bcl-XL: inhibitors of Bim-Bcl-XL binding, primary screen, biochemical, multiplexed, bead flow cytometry, human Bcl-XL. Bcl-2-like protein 1 (Homo sapiens), Q07817. inhibition, % at 10 µM. actives 0.04% (n = 190,000). Bim peptide-Bcl-XL binding, fluorescence
Target sequence (Q07817 whole entry, looked up): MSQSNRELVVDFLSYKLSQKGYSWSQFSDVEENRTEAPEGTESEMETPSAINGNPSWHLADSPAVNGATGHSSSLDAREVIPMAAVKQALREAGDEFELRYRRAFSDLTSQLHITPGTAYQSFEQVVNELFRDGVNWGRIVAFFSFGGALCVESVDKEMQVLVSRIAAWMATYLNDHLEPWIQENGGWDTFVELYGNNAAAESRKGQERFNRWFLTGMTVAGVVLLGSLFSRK
Bim-Bcl-2: inhibitors of Bim-Bcl-2 binding, primary screen, biochemical, multiplexed, human Bcl-2 family; Bead-based flow cytometry, Bim peptide-Bcl-2 binding; inhibition, % at 10 µM; actives 0.06% (n = 190,000); in the data active = inhibition above about 40%;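 also: 0% = no compound wells with probe peptide and 100% = reference peptide inhibitor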
Rab7 wt GTP bind: modulators of GTP binding to Rab7, primary screen, biochemical, wildtype, multiplex bead flow cytometry; GTP binding activity (percent of control), % at 10 µM; GST-Rab7 beads, fluorescent GTP binding; actives lie on both sides; untreated = 100%, excess cold GTP = 0%; AID 758, 2007; actives 0.055% (n = 190,000);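 active = fluorescent GTP binding to Rab7 beads changed by at least 20 points from the 100% baseline, either direction, mostly lower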;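 also: median green fluorescence of bound Bodipy-FL-GTP per Rab7 bead population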
Bim-Bcl-B: inhibitors of Bim-Bcl-B binding, primary screen, biochemical, multiplexed, human Bcl-2 family. Bcl-2-like protein 10 (Homo sapiens), Q9HD36. bead-based flow cytometry, Bim peptide-Bcl-B binding. AID 951, 2007. actives 0.073% (n = 190,000). inhibition, % at 10 µM;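 also: 0% = tracer peptide without compound and 100% = reference inhibitor peptide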
Target sequence (Q9HD36 whole entry, looked up): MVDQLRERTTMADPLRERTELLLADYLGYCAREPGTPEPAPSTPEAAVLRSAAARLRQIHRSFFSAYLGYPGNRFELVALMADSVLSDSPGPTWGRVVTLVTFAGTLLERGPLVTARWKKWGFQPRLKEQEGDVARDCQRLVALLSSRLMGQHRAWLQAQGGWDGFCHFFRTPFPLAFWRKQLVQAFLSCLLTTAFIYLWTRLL
An asterisk follows results filed as active. Rule as the data show it, unless noted: active = inhibition above about 40%.

Structure	Rab2 wt GTP	Bim-Bcl-B	Rac1 wt modul	Rab7 wt GTP bind	Bfl-1 Bim block	Cdc42 wt	Bim-Bcl-XL	Rac1 act GTP bind	HRas wt GTP bind	Bim-Bcl-2	Bcl-W Bim block
CCOC(=O)CNC(=O)CSc1nnc(-c2ccccc2)n1Cc1ccco1	100	-8	103	96	4	100	-3	99	99	-2	1
Cc1nc(SCC(=O)Nc2cccnc2Cl)nc(C)c1C	94	-21	100	97	3	97	0	95	94	-2	0
c1ccc2c(Cn3nnc4ccccc43)cccc2c1	89	-4	87	94	-2	89	-4	90	91	-2	-4
CC1Cc2ccccc2N1C(=O)CSc1nc2c(c(=O)n(C)c(=O)n2C)n1Cc1ccccc1 (stereo not given)	98	-7	98	99	-9	98	0	95	100	-8	3
COc1cc(/C=N/N2C(=O)c3ccccc3C2=O)ccc1O	102	-8	105	98	-14	107	-3	98	102	-22	0
CCCn1c(SCC(=O)NC(=O)Nc2ccc(C)cc2C)n[nH]c1=O	103	-4	108	103	-2	106	-3	102	104	-2	-2
O=S(=O)(/C=C/c1ccccc1)Nc1ccc2c(c1)OCO2	99	-7	104	97	-19	101	-9	92	100	-10	0
CSc1cccc(NC(=O)C(C)NS(=O)(=O)c2ccc(F)cc2)c1 (stereo not given)	100	-7	104	99	-13	100	-4	98	100	-10	1
CCOc1ccc(CN(C)CCc2ccccn2)cc1	101	0	99	99	-2	105	0	97	99	-1	-2
COc1ccc(OC)c(C2=NOC(C(=O)N3CCN(c4ccccc4)CC3)C2)c1 (stereo not given)	100	-11	104	99	-7	101	-1	101	101	-7	0
O=C(NCc1ccccc1)c1ccc(Oc2ccc(C(=O)NCc3ccccc3)cc2)cc1	105	-4	105	98	-4	108	-7	102	105	-2	-8
O=C(Nc1cccc(S(=O)(=O)NC2=NCCC2)c1)C1CCC1	95	0	97	92	0	93	2	94	95	-1	-4
COc1ccc(S(=O)(=O)Cc2ccc(C(=O)N3CCN(c4cccc(C)c4)C(C)C3)o2)cc1 (stereo not given)	97	-7	99	101	-9	97	-4	96	99	-9	-1
CC1=C/C(=C/N(C)c2ccccc2)C(=O)S1	100	-6	102	103	0	100	-2	99	102	1	7
COCCNC(=O)Cn1cc2c(n1)CCCCC2	100	-11	106	101	-6	102	-9	98	99	-9	-6
NC(CSC12CC3CC(CC(C3)C1)C2)C(=O)O (stereo not given)	99	-7	100	98	-7	100	-5	99	98	-9	0
CCOC(=O)C1CCCN(C(=O)c2cn(CC(C)C)c(=O)c3cc(OC)c(OC)cc23)C1 (stereo not given)	103	-10	109	99	-19	104	-5	99	103	-10	-1
CCn1cc(C2=NC(C)CO2)c2ccccc21 (stereo not given)	100	0	101	101	0	101	3	99	102	0	0
CCN1c2ccccc2-c2nc3ccccc3n2C1c1ccncc1 (stereo not given)	99	-4	102	100	-4	100	0	101	100	-1	5
c1ccc(-c2nnc3n2CCCC3)cc1	105	-1	105	101	-2	108	-4	101	106	-1	0

Looked up one by one from the entries so far, 2 records:
Structure	Rab2 wt GTP	Bim-Bcl-B	Rac1 wt modul	Rab7 wt GTP bind	Bfl-1 Bim block	Cdc42 wt	Bim-Bcl-XL	Rac1 act GTP bind	HRas wt GTP bind	Bim-Bcl-2	Bcl-W Bim block
NC(CSC12CC3CC(CC(C3)C1)C2)C(=O)O (stereo not given)	99	-7	100	98	-7	100	-5	99	98	-9	0
c1ccc2c(Cn3nnc4ccccc43)cccc2c1	89	-4	87	94	-2	89	-4	90	91	-2	-4

Next structures
Structure	Rab2 wt GTP	Bim-Bcl-B	Rac1 wt modul	Rab7 wt GTP bind	Bfl-1 Bim block	Cdc42 wt	Bim-Bcl-XL	Rac1 act GTP bind	HRas wt GTP bind	Bim-Bcl-2	Bcl-W Bim block
CCOC(=O)Cc1c(C)nc2c(-c3ccccc3OC)c(C)nn2c1C	102	1	101	102	-1	100	0	99	102	0	0
c1ccc2c(c1)oc1c(NCCCn3ccnc3)ncnc12	99	-1	102	99	-2	100	-5	99	100	0	-4
Cc1ccc(C2=C/C(=C\c3cccnc3)C(=O)O2)cc1	98	-15	107	101	-7	106	-8	102	101	-8	-6
NCC(O)CN(c1ccccc1)c1ccccc1 (stereo not given)	99	0	102	100	-4	98	0	97	98	-3	2
Cc1cccc(NC(=S)/N=C(\N)Nc2nc(C)c3ccc(C)cc3n2)c1	98	0	92	94	-3	102	-5	94	97	-1	0
CC(C)(C)NC(=O)CN(C(=O)CS(=O)CC(=O)Nc1ccc(F)cc1)c1cccc(F)c1 (stereo not given)	96	-8	99	98	-8	97	-4	99	98	-3	-3
CC(C)[C@H]1CC[C@@H](C)C(C(=O)c2ccccc2)C1=O (stereo not given in full)	99	-8	103	102	-13	100	-5	99	101	-7	-6
CCc1ccccc1NC(=S)NCc1ccc2c(c1)OCO2	95	-10	93	89	-2	95	-4	94	98	-6	-4
CCCCNC(=S)N(C)/N=C/c1c(F)cccc1F	97	-1	97	93	-1	97	-4	100	96	-2	0
CCn1ccnc1[C@@H]1C[C@H]2CN(c3ccccc3OC)C(=O)[C@]23CCCN13	96	-4	98	96	-4	94	-5	93	95	-3	-5
CCC(=O)Nc1ccc(Cl)c(NC(=S)NC(C)=O)c1	98	-8	102	91	-4	99	-3	100	99	-2	0
CC(=O)c1cccc(N=c2scc(-c3ccc(S(=O)(=O)N4CCOCC4)cc3)n2CCO)c1	102	-10	101	100	0	99	-8	99	102	-2	-3
CC1(C)CC(C)(c2ccc(O)cc2O)N(c2cccc(Cl)c2)C(=S)N1 (stereo not given)	99	-12	103	101	-4	100	-8	98	101	-7	-5
O=C(NCC1CCCO1)C1CCC(N2C(=O)c3ccccc3C2=O)CC1 (stereo not given)	103	-7	106	101	-10	104	-6	102	102	-8	-1
COC(=O)c1ccc(CS(=O)(=O)c2ccc(C)cc2)cc1	101	-12	103	98	-16	102	-9	101	99	-10	0
CCN(CC)C(=O)N1CCN(C(=O)N(CC)CC)CC1	95	-5	93	92	-10	97	-6	97	95	-5	-4
CCC(=O)Nc1ccc2oc(-c3cccc(C)c3)nc2c1	101	0	100	102	-1	103	0	99	102	0	-1
O=S(=O)(/N=C(/Sc1ccccc1)c1ccccc1)c1ccccc1	103	-13	105	103	-15	103	-11	98	100	-12	-2
Cn1c(=O)c2c(nc(N3CCNCC3)n2Cc2ccccc2Cl)n(C)c1=O	92	4	92	96	7	91	4	91	92	0	10
CCOC(=O)c1ccc(NC(=O)Nc2ccc(OC)c(OC)c2)cc1	100	-6	105	99	-11	102	-6	98	102	-8	0
Cc1nnc(NC(=O)Cn2c(=O)sc3ccccc32)s1	95	2	100	93	3	93	3	95	94	8	2
Cn1c(SCC(N)=O)nnc1C1CCN(S(=O)(=O)c2ccccc2C(F)(F)F)CC1	102	-9	107	102	-18	102	-6	98	102	-13	-2
O=C(N/N=C/c1ccccn1)c1[nH]c2ccc([N+](=O)[O-])cc2c1-c1ccccc1	92	0	91	87	0	89	1	92	91	-2	0
Cc1nnc(N2C(=O)c3oc4ccccc4c(=O)c3C2c2ccco2)s1 (stereo not given)	98	-8	102	101	-8	98	1	97	100	-6	3
O=C(C1CC1)N1CCN=C1SCc1ccc(F)cc1	98	-5	101	100	-11	99	-4	99	99	-12	0
Cc1cc(C(=O)O)ccc1-n1c(C)cc(C=C2C(=O)c3ccccc3C2=O)c1C	92	-5	93	97	-5	90	0	90	93	-6	-5
O=C(NCCCn1ccnc1)c1ccc(N2CCCCC2)c([N+](=O)[O-])c1	99	-2	99	106	-7	98	-2	99	97	-1	-1
Cc1ccc2c(Cl)cc(Cl)c(OCC(=O)N(C(C)C)C(C)C)c2n1	99	-4	100	104	-5	100	-4	100	101	-2	-5
Cc1cccc(OCCNc2cc(N3CCN(C)CC3)ccc2[N+](=O)[O-])c1	100	-15	108	100	-18	102	-11	101	103	-18	-7
CCOc1cc(N2CCOCC2)c(OCC)cc1NC(=O)COC(=O)c1cccc2ccccc12	99	-11	103	101	-7	102	-7	99	100	-9	-5
CC(C)CCNC(=O)C(c1ccco1)N(Cc1ccccc1)C(=O)c1snc(C(N)=O)c1N (stereo not given)	95	-8	100	97	-12	97	-7	98	97	-8	-4
Cc1c(C=O)c2ccccc2n1CC(=O)N1CCc2ccccc2C1	95	1	99	96	3	99	0	95	98	-1	0
Cc1ccccc1C(=O)NNC(=O)C1CCCN(c2ncccn2)C1 (stereo not given)	99	-3	103	99	-11	103	-7	96	101	0	6
CCOC(=O)c1sc(NC(=O)CSc2nnc(C)s2)c(C(=O)OCC)c1C	101	-5	103	100	-4	101	-15	99	99	-1	-5
CCOC(=O)N1CCC(NC(=O)CCc2nc(-c3ccccc3F)no2)CC1	100	-5	104	101	-16	99	-8	96	101	-8	-1
O=C1/C(=C\c2ccccc2Cl)SC(=S)N1CCC(=O)N1CCCc2ccccc21	94	-1	95	99	0	92	-2	94	95	-2	2
COc1ccc(CCNC(=O)c2c(-c3ccccc3Cl)noc2C)cc1	102	0	106	96	-2	102	-3	104	101	-1	-3
c1ccc(CSc2nnc3ccc(-c4ccco4)nn23)nc1	97	-6	100	102	-4	97	-2	98	97	-5	1
NC(=O)c1ccccc1NC(=O)/C=C/c1c(Cl)cccc1Cl	98	2	97	97	-3	99	-1	98	98	-8	0
CCCN1CCN(C(=O)Cn2cccc2C(=O)c2ccccc2)CC1	96	-1	101	96	-20	99	-6	96	97	-5	-4
COC(=O)C(Cc1ccc(O)cc1)NC(=O)c1ccccc1OC (stereo not given)	104	-3	108	105	-9	105	-1	103	104	-4	6
Cc1cccc(C)c1NC(=O)C(c1ccc([N+](=O)[O-])cc1)N(C)C(=O)c1ccccn1 (stereo not given)	97	0	103	98	0	96	-7	101	101	0	-1
CCC(Sc1nnnn1C)C(=O)Nc1ccc(C(C)=O)cc1 (stereo not given)	100	-9	104	102	-10	104	-14	99	101	-12	-8
Cc1cc(C)c2nc(N3CCC(C(=O)NCCCN4CCCCC4)CC3)sc2c1	100	-7	98	100	-15	96	-6	99	98	-9	0
C/C=C/c1ccc(OCCCCn2cncn2)c(OC)c1	101	-9	104	100	-15	102	5	98	101	-12	-1
CC1=C(C)CC2(SC1)C(=O)N(c1ccccc1)N=C2N (stereo not given)	99	0	101	95	3	100	0	95	100	0	1

Compounds as they come. About 0.62% of those tested had a hit in this group.
